Source: PubChem BioAssay
K1F lysis inhibition: protection from phage-mediated lysis, alamar blue read-out – E. coli UTI89, K1F phage, bacterial capsule biogenesis inhibitors (AID 488966); E. coli UTI89 K1F phage lysis, alamar blue, 2 h; higher % means a stronger effect; inhibition, % at 100 µM; hits with a dose series show IC50 in µM; 340,000 tested, 0.02% active;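 active means phage lysis inhibition, versus mean bacterial control, above a set limit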;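 further: capsule biogenesis inhibitors block K1F phage lysis so surviving cells raise fluorescence; higher fluorescence means more inhibition of phage lysis; actives were called in the ten point dose series up to 300 µM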
West Nile virus CPE: inhibition of WNV-induced cytopathic effect – cell-based, CPE readout (AID 1621); West Nile virus-infected cells, CPE inhibition; higher % means a stronger effect; one-dose CPE inhibition, % at 10 µM; IC50 in µM for titrated hits; 290,000 tested, 0.02% active; in the data active means a potency from the dose series; further: strong numbers were not always called active
Dengue-2 NS5 capping: flavivirus cap methylation enzyme inhibition – biochemical, confirmation dose response, primary screen (AID 588689); 340,000 tested, 0.3% active; Dengue-2 NS5 methyltransferase capping enzyme assay, biochemical; higher % means a stronger effect; inhibition, % at 25 µM; hits with a dose series show IC50 in µM; in the data active means a potency from the dose series
Yfh1-off respiration: enhancers of respiration in Yfh1-depleted yeast, dose response, Friedreich's ataxia, plus single-dose screen (AID 1465); S. cerevisiae Yfh1-off respiration, WST-1 reduction, 72 h; higher fold induction means a stronger effect; 220,000 tested, 0.074% active; fold induction at 50 µM, or EC50 in µM where a hit was titrated;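 active means fold induction of absorbance versus untreated yeast above a set limit, then at least 30% activation at any dose in follow-up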;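 further: activators that raise dye reduction in frataxin-depleted yeast; strong numbers were not always called active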
WT yeast gro inh: growth inhibition of WT yeast, mitochondrial fusion screen | 190,000 tested, 2.1% active | AID 1362 | mitochondrial fusion phenotypic screen, WT strain | inhibition, % at 10 µM; in the data active means inhibition above about 58%; tested in S. cerevisiae
Large T inhibition: TAg ATPase/helicase activity blockers – biochemical (AID 1903); SV40 large T antigen ATPase/helicase inhibition assay; higher % means a stronger effect; inhibition, % at 20 µM, or IC50 in µM where a hit was titrated; 310,000 tested, 0.39% active; in the data active means a potency from the dose series; further: strong numbers were not always called active
XIAP displacement: XIAP antagonists, biochemical, IAP family, fluorescence polarization (AID 1018). XIAP BIR domain, fluorescence polarization peptide displacement; higher % means a stronger effect. 200,000 tested, 0.007% active. displacement, % at 20 µM, or IC50 in µM where a hit was titrated; in the data active means displacement above about 50%; further: a part of the inactive calls stands beside numbers as strong as those of hits
RSV antiviral HEp-2: RSV antiviral activity via CPE protection, HEp-2 cells, primary 10 µM value included (AID 2391); HEp-2 cells, RSV-induced CPE inhibition; higher % means a stronger effect; 310,000 tested, 0.13% active; one-dose CPE inhibition, % at 10 µM; IC50 in µM for titrated hits; in the data active means a potency from the dose series; further: strong numbers were not always called active
CSM14.1 death rescue: rescue of cells from ER stress-induced death, primary screen, 384-well, CSM14.1, thapsigargin, ATP luminescence (AID 1222). CSM14.1 thapsigargin-induced death rescue, ATP luminescence; higher % means a stronger effect. cellular ATP content (survival), % at 20 µM, or EC50 in µM where a hit was titrated. 190,000 tested, under 10 active;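 active means EC50 below 50 µM in the dose-response confirmation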;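 further: death triggered by thapsigargin at about 15 µM added after 2 h compound pretreatment; cell ATP read after overnight thapsigargin exposure of roughly 18 to 22 hours; normalized against plate controls of thapsigargin alone and 5% DMSO vehicle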
WT yeast gro inh mutant strain: recorded beside WT yeast gro inh, whose call it bears; inhibition, %; mitochondrial fusion phenotypic screen, mutant strain inhibition
Dengue-2 NS5 capping pilot replicate: further read-out of Dengue-2 NS5 capping, marked with its call; inhibition, %; measured here: pilot screen replicate inhibition
* = called active by the depositor; i = inactive; . = no result given; [ ] = dose if it differs, or a comment. This is a random part of the collection; 2.2% or so of the library scored in one or more.

SMILES	K1F lysis inhibition	West Nile virus CPE	Dengue-2 NS5 capping	Yfh1-off respiration	WT yeast gro inh	WT yeast gro inh mutant strain	Large T inhibition	XIAP displacement	RSV antiviral HEp-2	CSM14.1 death rescue	others
COc1cccc(C2C3=C(CC(C)(C)CC3=O)Nc3cc(OC)c(OC)cc32)c1 (stereo unspecified)	-0.2%	0.7%	-4.6%	i	-12.1	-35.9	9.9%	-2.0%	0.3%	.
O=C(CSc1nnc(-c2ccc(Cl)cc2)o1)N1CCOCC1	0.4%	-0.8%	-5.3%	.	.	.	-1.2%	.	0.1%	.
CCCCN(CC)C(=O)Cn1ncc2c1-c1cc(C)ccc1OC2	0.0%	-0.1%	-4.8%	i	-8.1	3.6	12.1%	-3.0%	3.0%	0.2%
Cn1c(=O)[nH]c(=O)c2c1nc(SCC(O)CO)n2Cc1ccccc1Cl (stereo unspecified)	0.1%	0.0%	2.1%	i	2.4	16.2	19.2%	1.3%	0.1%	-0.1%
Cc1noc(C)c1COc1cccc(C(=O)OC(C)C(=O)Nc2ccc3c(c2)OCO3)c1 (stereo unspecified)	1.2%	-0.3%	0.0%	i	12.5	7.1	12.7%	-4.6%	3.8%	-0.9%
CCC(C)N(C)C(=O)c1cc2ccccc2c(-c2ccccc2Cl)n1 (stereo unspecified)	6.2%	-0.2%	17.6%	i	13.3	-10.1	11.0%	1.1%	-0.3%	-0.4%
COc1cccc(Cn2cccc(NC(=O)NC3CCCCC3)c2=O)c1	0.7%	-0.7%	0.0%	i	-5.7	-36.5	14.5%	-6.8%	6.3%	-0.3%
CSc1ccc(Cl)c(C(=O)OCC(=O)N2CCOCC2)c1	-0.2%	0.2%	-5.0%	i	1.4	-4.1	3.1%	-3.8%	2.2%	1.2%
COc1cc(/C=C2/SC(=Nc3ccc(O)cc3)NC2=O)ccc1O	0.3%	0.5%	-57.2%	i	.	.	37.7%	.	3.2%	.
CC(C)OC(=O)c1ccc(NC(=O)C2C3CC4OC(=O)C2C4C3)cc1 (stereo unspecified)	0.6%	0.0%	-2.1%	i	-16.9	-11.5	-0.8%	-2.8%	0.3%	-2.0%
CCOC(=O)c1cccc(NC(=O)Nc2ccc(OCC)cc2)c1	-1.7%	-1.2%	-16.3%	i	1.6	8.5	-2.3%	-7.3%	2.0%	-2.0%
O=S(=O)(c1cccc(S(=O)(=O)N2CCC(n3nnc4ccccc43)CC2)c1)N1CCCCC1	-0.1%	-0.2%	-9.8%	i	-25.6	-56.1	3.5%	-7.9%	9.8%	0.0%
O=C(c1ccoc1)N1CCCC(Nc2ccc(F)c(F)c2)C1 (stereo unspecified)	0.2%	-0.2%	1.3%	.	.	.	22.1%	.	0.7%	.
O=[N+]([O-])c1ccccc1Nc1c2ccccc2nc2ccccc12	0.2%	-0.5%	9.5%	i	-14.2	3.1	11.9%	-2.7%	13.4%	-0.7%
Cc1ccc(NC(=O)COc2ccccc2)cc1S(=O)(=O)N1CCCCCC1	0.2%[50 µM]	.	-5.1%	.	.	.	10.2%	.	16.4%	.
C=CCN(c1ccc(C(=O)NCCN2CCOCC2)cc1)S(C)(=O)=O	-0.8%	-0.3%	4.6%	.	.	.	-5.7%	.	-1.4%	.
COc1ccc(C)cc1-n1nnnc1SCC(=O)c1ccc2c(c1)OCCO2	-0.1%	-0.6%	-9.8%	i	1.6	9.6	-0.1%	-3.8%	2.2%	0.5%
O=C(O)/C=C/C(=O)Nc1cccc2cccnc12	0.1%	-0.4%	-0.7%	i	.	.	4.5%	.	1.8%	.
COc1ccc(-c2cccc(C(=O)Nc3ccccc3C)c2)cc1	0.0%	-0.6%	1.4%	i	8.4	-15.8	14.7%	-11.1%	8.5%	0.0%
CCNCC(O)COCC(O)CNCC (stereo unspecified)	2.5%	0.3%	3.7%	i	3.3	16.6	7.5%	-3.0%	0.8%	.
O=C(CSc1ccc(-c2ccc(Cl)cc2)nn1)NC1CCCC1	-0.1%	-0.7%	-3.6%	.	.	.	14.4%	.	3.0%	.
CCC(C)NC(=O)Cn1nc(Cc2ccncc2)c2ccccc2c1=O (stereo unspecified)	0.0%	-0.3%	2.3%	.	.	.	-0.5%	.	-0.6%	.
CC(C)CNC1CS(=O)(=O)CC1O (stereo unspecified)	0.4%[50 µM]	0.2%	-5.5%	i	.	.	9.3%	.	1.5%	.
CCN(CC)S(=O)(=O)c1cccc(NC(=O)CNc2cccc(S(=O)(=O)N3CCOCC3)c2)c1	-0.8%	.	0.7%	.	.	.	15.4%	.	0.6%	.
CCSc1nc2ccccc2n1C(=O)Oc1ccccc1	0.6%	-0.2%	4.7%	i	-10.0	11.5	-5.5%	-15.1%	1.2%	-0.5%

An excerpt from above in order of SMILES length, high to low.
SMILES	K1F lysis inhibition	West Nile virus CPE	Dengue-2 NS5 capping	Yfh1-off respiration	WT yeast gro inh	WT yeast gro inh mutant strain	Large T inhibition	XIAP displacement	RSV antiviral HEp-2	CSM14.1 death rescue	others
O=S(=O)(c1cccc(S(=O)(=O)N2CCC(n3nnc4ccccc43)CC2)c1)N1CCCCC1	-0.1%	-0.2%	-9.8%	i	-25.6	-56.1	3.5%	-7.9%	9.8%	0.0%
COc1ccc(C)cc1-n1nnnc1SCC(=O)c1ccc2c(c1)OCCO2	-0.1%	-0.6%	-9.8%	i	1.6	9.6	-0.1%	-3.8%	2.2%	0.5%
O=C(CSc1ccc(-c2ccc(Cl)cc2)nn1)NC1CCCC1	-0.1%	-0.7%	-3.6%	.	.	.	14.4%	.	3.0%	.

Other compounds
SMILES	K1F lysis inhibition	West Nile virus CPE	Dengue-2 NS5 capping	Yfh1-off respiration	WT yeast gro inh	WT yeast gro inh mutant strain	Large T inhibition	XIAP displacement	RSV antiviral HEp-2	CSM14.1 death rescue	others
O=C(Cc1ccc(Cl)cc1Cl)OCC(=O)N1CCN(C(=O)c2ccco2)CC1	0.0%	0.1%	5.4%	i	.	.	1.6%	-1.9%	1.4%	-1.3%
CCOC(=O)N1CCN(c2ccc3nnnn3n2)CC1	1.3%[50 µM]	0.1%	0.7%	i	-0.1	-7.3	6.9%	-4.3%	4.2%	0.6%
O=c1[nH]c(=S)[nH]c2c1CN(Cc1ccc(F)cc1)CC2	0.1%	0.4%	5.4%	.	.	.	5.6%	.	-0.5%	.
CC(C)CN(CC(C)C)C(=O)C12CCC(C)(C(=O)C1)C2(C)C (stereo unspecified)	4.1%	-0.3%	-8.1%	i	-14.2	1.9	6.9%	-3.5%	3.6%	0.1%
O=C(CSc1cn(CCNC(=O)c2cccs2)c2ccccc12)NC1CCCCC1	1.0%	-0.1%	-2.1%	i	5.2	-8.7	-0.6%	-1.1%	1.2%	.
COc1ccc(Oc2nnc(-c3ccc(C)cc3)c3ccccc23)cc1	0.7%[50 µM]	-0.7%	0.0%	i	-0.1	5.8	4.6%	-1.6%	1.0%	2.2%
CC(C)(C)OC(=O)CNC(=O)c1[nH]cnc1C(=O)NCC(=O)OCc1ccccc1	0.8%	1.4%	-6.4%	.	.	.	11.3%	.	-0.6%	.
CC(C)(C)OC(=O)NCc1ccc(CNC(=O)c2[nH]cnc2C(=O)N[C@@H](Cc2ccccc2)C(=O)OCc2ccccc2)cc1	1.8%	-0.1%	5.6%	.	.	.	-9.6%	.	-1.9%	.
COc1ccc(NC(=O)c2cc(S(=O)(=O)N3CCCCC3)ccc2N2CCCCC2)cn1	-0.3%	1.4%	15.1%	i	25.4	-5.3	-2.5%	-0.1%	0.0%	-0.1%	Dengue-2 NS5 capping pilot replicate=4.5
CCc1nnc(NC(=O)Cc2sc(C)nc2-c2ccc(C)cc2)s1	0.6%	-0.7%	1.4%	i	-6.6	-1.5	5.3%	-5.2%	-0.2%	2.5%
COC(=O)c1sccc1NC(=O)Nc1ccccc1Cl	-0.1%	-0.1%	-6.2%	.	.	.	9.8%	.	0.1%	.
Cc1ccc(NC(=O)CN2CCN(Cc3ccccc3)CC2)c(Br)c1	-0.5%	0.0%	-10.1%	.	.	.	1.6%	.	-2.0%	.
O=C(NS(=O)(=O)Oc1ccccc1F)OC[C@@H]1CCCN2CCCCC12 (stereo partly specified)	0.0%	-0.4%	-4.9%	.	.	.	0.3%	.	0.2%	.
COc1ccc(C2=NN(C(=S)Nc3ccccc3)C(c3ccccc3)C2)cc1 (stereo unspecified)	1.2%[50 µM]	-1.6%	2.2%	i	40.7	28.9	-6.6%	-7.3%	3.7%	-0.3%
O=C(NCC(=O)N1CCN(c2ccccc2F)CC1)c1cccs1	2.1%[50 µM]	0.3%	-4.5%	.	.	.	12.3%	.	2.6%	.
COC(=O)c1ccc(CSc2n[nH]c(-c3ccccc3)n2)o1	-0.3%	-0.1%	2.7%	i	-0.8	2.6	3.5%	-0.6%	0.7%	-0.9%
Cc1nc(N)c(Br)c(C)c1Br	-1.6%	1.2%	-2.2%	i	-4.2	-14.4	4.4%	-3.2%	5.9%	-0.3%
CCC(C)c1ccccc1N1CC(C(=O)N2CCN(S(=O)(=O)c3ccc(F)cc3)CC2)CC1=O (stereo unspecified)	0.2%[50 µM]	.	2.2%	.	.	.	3.9%	.	-0.5%	.
CC(C(=O)NCCc1ccccc1)N1c2cccc3cccc(c23)S1(=O)=O (stereo unspecified)	-0.2%	-1.4%	-7.2%	.	.	.	0.0%	.	52.6%	.
COc1cc(C(O)c2nc3ccccc3s2)cc(OC)c1OC (stereo unspecified)	0.1%	-0.4%	2.6%	i	.	.	7.0%	.	-0.3%	.
Cc1cccc(N(C)C(=O)c2cc(S(=O)(=O)N3CCCC3)cn2C)c1	6.9%	-0.6%	-4.8%	.	.	.	4.1%	.	2.0%	.
O=C(Nc1ccc(-c2nnc(-c3ccccc3)o2)cc1)C1CCCO1 (stereo unspecified)	-1.1%	-0.4%	2.0%	i	16.7	13.9	3.0%	-4.7%	4.4%	-1.5%

By substructure: those above containing a Cl atom
SMILES	K1F lysis inhibition	West Nile virus CPE	Dengue-2 NS5 capping	Yfh1-off respiration	WT yeast gro inh	WT yeast gro inh mutant strain	Large T inhibition	XIAP displacement	RSV antiviral HEp-2	CSM14.1 death rescue	others
O=C(CSc1nnc(-c2ccc(Cl)cc2)o1)N1CCOCC1	0.4%	-0.8%	-5.3%	.	.	.	-1.2%	.	0.1%	.
Cn1c(=O)[nH]c(=O)c2c1nc(SCC(O)CO)n2Cc1ccccc1Cl (stereo unspecified)	0.1%	0.0%	2.1%	i	2.4	16.2	19.2%	1.3%	0.1%	-0.1%
CCC(C)N(C)C(=O)c1cc2ccccc2c(-c2ccccc2Cl)n1 (stereo unspecified)	6.2%	-0.2%	17.6%	i	13.3	-10.1	11.0%	1.1%	-0.3%	-0.4%
CSc1ccc(Cl)c(C(=O)OCC(=O)N2CCOCC2)c1	-0.2%	0.2%	-5.0%	i	1.4	-4.1	3.1%	-3.8%	2.2%	1.2%
O=C(CSc1ccc(-c2ccc(Cl)cc2)nn1)NC1CCCC1	-0.1%	-0.7%	-3.6%	.	.	.	14.4%	.	3.0%	.
O=C(Cc1ccc(Cl)cc1Cl)OCC(=O)N1CCN(C(=O)c2ccco2)CC1	0.0%	0.1%	5.4%	i	.	.	1.6%	-1.9%	1.4%	-1.3%
COC(=O)c1sccc1NC(=O)Nc1ccccc1Cl	-0.1%	-0.1%	-6.2%	.	.	.	9.8%	.	0.1%	.
